TDP2 absorb – blocks human TDP2 phosphodiesterase activity; AID 720702; O95551; 370,000 compounds, 0.34% hits; recombinant TDP2, T5PNP hydrolysis, p-nitrophenol absorbance 415 nm; inhibition, % at 12.8 µM;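 active = inhibition above the mean of all tested compounds plus 3 SD, set per campaign, cut at about 25% in these data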;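 also: 0% = DMSO with enzyme and 100% = buffer with substrate but no TDP2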
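System – recombinant human TDP2 · Amount – 120 nM TDP2 per well · Buffer or medium – Mg2+-containing Tris-HCl buffer, pH 7.5 · Reagent – T5PNP substrate, 5 mM · Dosing – 12.8 µM single point, 1% DMSO · Incubation – 2 h at 37 °C · Measured by – epi absorbance · Read-out basis – percent inhibition · Benchmarks – high control without enzyme, low control DMSO plus TDP2 · Repeats – singlicate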
ASAP1 GAP inh – blocks human ASAP1-stimulated Arf1 GTP hydrolysis; GDP FP detection; inhibition, % at 16.5 µM; 360,000 compounds, 0.19% hits; AID 624377; in the data active = inhibition above about 25%;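 also: 0% = vehicle with enzyme and substrate and 100% = no enzyme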
LEDGF integ inh – blocks HIV-1 LEDGF/p75-dependent DNA integration; TR-FRET IN-LEDGF/p75 DNA integration, Eu/Cy5; inhibition, % at 3.7 µM; 370,000 compounds, 0.64% hits; AID 743269;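 active = inhibition above the screen-wide mean plus 3 SD, cut at about 13% in these data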;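 also: signal is the Cy5 over europium emission ratio at 671 and 618 nm; 0% = plate median of compound wells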
ADAM10 inh – inhibits human ADAM10; recombinant ADAM10, EDANS/DABCYL FRET peptide cleavage, 3 h; O14672; inhibition, % at 7 µM; 370,000 compounds, 0.62% hits;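 active = inhibition above a per-campaign cutoff equal to the mean of compounds falling between control-based bounds plus 3 SD, cut at about 20% in these data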;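 also: 0% = DMSO wells while the 100% control is not disclosed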
Target sequence (O14672 214-748 limits assumed): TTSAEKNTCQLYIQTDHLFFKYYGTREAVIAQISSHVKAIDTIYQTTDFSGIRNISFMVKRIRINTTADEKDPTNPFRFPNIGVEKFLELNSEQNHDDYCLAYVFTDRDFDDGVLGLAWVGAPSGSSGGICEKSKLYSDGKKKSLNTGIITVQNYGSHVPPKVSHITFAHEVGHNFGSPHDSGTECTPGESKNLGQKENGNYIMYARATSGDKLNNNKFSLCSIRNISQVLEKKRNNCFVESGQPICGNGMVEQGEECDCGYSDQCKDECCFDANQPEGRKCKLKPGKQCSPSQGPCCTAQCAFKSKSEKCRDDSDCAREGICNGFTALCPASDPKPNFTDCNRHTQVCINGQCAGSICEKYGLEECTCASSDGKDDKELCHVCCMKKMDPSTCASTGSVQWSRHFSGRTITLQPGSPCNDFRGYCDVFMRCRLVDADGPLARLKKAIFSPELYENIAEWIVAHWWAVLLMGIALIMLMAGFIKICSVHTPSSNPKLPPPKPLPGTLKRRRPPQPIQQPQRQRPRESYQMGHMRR
KLK7 zymogen act – activators of human kallikrein-7 zymogen. 370,000 compounds, 0.9% hits. activation, % at 7 µM. purified proKLK7, EDANS-DABCYL substrate fluorescence; 100% is mature enzyme control, 0% vehicle;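 active = activation above the mean of all tested compounds plus 3 SD, computed per campaign excluding outliers beyond control limits, cut at about 13% in these data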
ARFGAP1 inhibitor – inhibits rat ARF GTPase activating protein 1; AID 651572; Q62848; 360,000 compounds, 0.26% hits; inhibition, % at 16.5 µM; Arfgap1-stimulated ARF1 GTP hydrolysis, GDP FP detection;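 active = inhibition above a per-plate limit, mean inhibition of low control wells plus 3 SD, cut at about 25% in these data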;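 also: 0% = DMSO wells with enzyme and 100% = wells lacking Arfgap1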
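Material: rat Arfgap1 GAP domain (His6, aa 1-136), purified enzyme. Also added: human ARF1(Δ1-17)-GTP substrate. Compound dosing: 16.5 µM single point, 1.26% DMSO. Timing: enzyme reaction 120 min at 25 °C after 20 min preincubation. Signal: GDP detection by fluorescence polarization. Read-out basis: percent inhibition of GAP-stimulated GDP formation, scaled between DMSO and no-Arfgap1 medians.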
Tn7 DDE FP – disrupts Tn7 cyclic peptide binding to fibrin D-Dimer-E complex; 370,000 compounds, 0.13% hits; P02675; FP displacement of FITC-Tn7 peptide from fibrin DD(E); 0% = median of compound wells per plate; inhibition, % at 8.3 µM;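 active = inhibition above the mean of compounds falling within the control limits plus 3 SD of them, cut at about 14% in these data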;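 also: 0% = plate median of compound wells and 100% = 10 µM Aha-Tn7 peptide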
Target sequence (P02675 whole entry, looked up): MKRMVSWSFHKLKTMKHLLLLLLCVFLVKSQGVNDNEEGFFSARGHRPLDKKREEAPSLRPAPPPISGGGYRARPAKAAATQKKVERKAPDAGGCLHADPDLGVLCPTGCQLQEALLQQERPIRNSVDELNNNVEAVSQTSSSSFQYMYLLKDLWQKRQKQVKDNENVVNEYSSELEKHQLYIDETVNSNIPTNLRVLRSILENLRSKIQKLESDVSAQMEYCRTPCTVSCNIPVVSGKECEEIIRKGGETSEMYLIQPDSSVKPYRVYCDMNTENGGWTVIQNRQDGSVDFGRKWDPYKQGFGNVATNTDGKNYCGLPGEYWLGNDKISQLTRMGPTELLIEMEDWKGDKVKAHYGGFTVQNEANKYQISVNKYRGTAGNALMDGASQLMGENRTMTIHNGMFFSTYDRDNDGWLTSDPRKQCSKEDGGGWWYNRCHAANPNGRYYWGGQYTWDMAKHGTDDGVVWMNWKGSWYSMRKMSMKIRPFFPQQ
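System: human fibrin DD(E); quantity: Fibrin-DD(E) at 2 µM final; also added: fluorescent Tn7 probe at 0.1 µM; compound dosing: single nominal test concentration of 8.3 µM per compound; schedule: 10 min preincubation, 3 h with tracer, room temperature; detection: fluorescence polarization of the labelled Tn7 tracer; repeats: one replicate per compound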
ADAM17 inh – inhibitors of human ADAM17; P78536; recombinant ADAM17, EDANS/DABCYL FRET peptide cleavage; inhibition, % at 6.95 µM; 370,000 compounds, 0.83% hits; AID 720648;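 active = inhibition above the mean of compounds lying between control limits plus 3 SD, set per campaign, cut at about 8.5% in these data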;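 also: 0% = DMSO-only wells as the low control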
PLC-gamma1 inh – inhibitors of human phospholipase C gamma1; 370,000 compounds, 0.84% hits; inhibition, % at 12.2 µM; purified PLC-gamma1, fluorogenic substrate, fluorescence; P19174; AID 720700; in the data active = inhibition above about 9.5%
DDE Tn6 FP inh – DD(E)-Tn6 binding inhibition, primary FP screen. Fibrin DD(E) TRITC-Tn6 fluorescence polarization displacement. AID 720509. P02675. 370,000 compounds, 0.21% hits. inhibition, % at 8.3 µM;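 active = inhibition above a per-campaign cutoff: mean of compounds within control limits plus 3 SD, cut at about 15% in these data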;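 also: 0% = median of all compound wells on the plate and 100% = blocking peptide control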
Starred values were filed as active, the others as inactive; i = inactive.

SMILES	TDP2 absorb	ASAP1 GAP inh	LEDGF integ inh	ADAM10 inh	KLK7 zymogen act	ARFGAP1 inhibitor	Tn7 DDE FP	ADAM17 inh	PLC-gamma1 inh	DDE Tn6 FP inh
CC1CCc2c(C(=O)NCc3ccccn3)csc2C1 (stereo not drawn)	3	-3	-3	-2	0.3	0	6	2	1	-1
CN(C(=O)CN1C(=O)NC(C)(c2cccc(Br)c2)C1=O)C1CCCCC1 (stereo not drawn)	0	-2	-2	-9	-0.2	-8	0	0	0	-5
CCCCOc1ccc(C(C)NC(=O)CCS(=O)(=O)Cc2ccc(C)cc2)cc1 (stereo not drawn)	-10	8	-1	-3	0.0	-4	-7	2	-1	3
N#CCOC(=O)C1CSC2(c3ccc(Br)cc3)CCC(=O)N12 (stereo not drawn)	-3	4	-10	-13	0.6	3	4	-3	0	2
CC(=O)NC(C)c1nc2ccccc2n1C(C)C (stereo not drawn)	-3	-3	0	-15	0.0	7	-12	-3	-1	6
CS(=O)(=O)N1c2cccc3cccc(c23)S1(=O)=O	-2	7	-4	-17	0.4	1	3	-5	-20	-7
Cn1c(=O)oc2cc(S(=O)(=O)N3CCN(c4ccccn4)CC3)ccc21	-24	2	9	-1	0.6	12	-9	5	7	-7
CCc1ccccc1OCC(=O)Nc1cccc(S(=O)(=O)NC2=NCCCCC2)c1	-1	12	-1	-6	-0.6	7	-5	-1	-1	6
Cc1ccc(C2=NO[C@@](CC(=O)O)(C(=O)Nc3ccc4c(c3)OCCO4)C2)cc1	8	10	3	0	0.9	-4	2	-5	-4	-2
COc1cc(F)ccc1S(=O)(=O)n1c(C)nc2ccccc21	-4	-8	-3	1	0.1	6	-1	3	1	2
O=C(N/N=C/c1cc(Cl)ccc1O)c1ccc(Br)cc1	-1	52*	-4	-27	-12	65*	5	-6	-32	-4
N#Cc1ccccc1S(=O)(=O)N1CCN(c2nc(-c3ccccc3)nc3ccccc23)CC1	4	3	0	7	-0.2	2	3	0	-4	1
O=C(NCc1cccnc1)C1CC(=O)N(c2ccc(F)cc2)C1 (stereo not drawn)	-3	-7	-3	-8	-0.5	-1	3	-5	-1	-2
CC1(C)CC(=O)C(CCCN2C(=O)c3ccccc3C2=O)C(=O)C1	-2	-6	3	3	0.5	12	-10	2	0	0
Cc1cc(-c2ccc(S(=O)(=O)N3CCN(c4cccc(C)c4C)CC3)s2)on1	-2	3	1	4	-0.4	7	1	0	0	0
CC(=O)Nc1ccc(S(=O)(=O)N2CCN(Cc3cccs3)CC2)cc1	-2	4	-6	-17	-0.1	-6	-4	-2	-3	-9
O=C(CCNC(=O)c1ccc([N+](=O)[O-])cc1)Nc1cc(C(F)(F)F)ccc1N1CCOCC1	5	-6	-1	-16	0.2	-9	4	-4	2	-3
Cc1cc(C)c(S(=O)(=O)NCc2cn3c(C)csc3n2)c(C)c1	-4	-2	1	-5	-0.2	-1	-4	0	4	-11
CC(C)c1cccc(C(C)C)c1OC(=O)[C@H]1OC(c2ccc(Br)cc2)=C[C@@H]1c1ccc(Br)cc1	7	-1	1	-4	0.3	-6	2	-2	-1	-4
C#CCNC(=O)C1=C[C@H](c2csc3ccccc23)C[C@H](OCCCCO)O1	-4	8	1	-2	-0.7	-3	3	-4	-9	3
Cc1cccc(S(=O)(=O)Nc2ccc(S(=O)(=O)Nc3nccs3)cc2)c1	-9	10	-3	4	0.5	1	-9	4	2	-6
COc1ccc(CN2CCNC(=O)C2CC(=O)NC2CCCC2)c(OC)c1 (stereo not drawn)	10	-28	2	-6	0.1	-6	-5	-5	-4	4
CCN1C(=O)N/C(=C/c2cc(C)n(Cc3ccccc3)c2C)C1=O	2	-6	-2	-29	-2.8	-3	9	-11	-46	4
CCOc1ccc(C(C(=O)NCCC(C)C)N(CCO)C(=O)c2snc(C(N)=O)c2N)cc1 (stereo not drawn)	-6	-21	6	-156	2.1	3	-4	-64	-67	-2
CC(C)Oc1ccc(C(CC(=O)NCc2ccco2)c2ccccc2)cc1 (stereo not drawn)	7	-2	-3	0	-0.1	3	-5	-2	3	4
Cc1ccc(CNc2cnccn2)cc1	-3	-6	1	i	-6.4	-7	-6	-179	-120	-6
CCCN(CCC)S(=O)(=O)c1ccc(NS(C)(=O)=O)cc1	7	0	-1	-3	-0.4	5	5	-8	0	10
O=[N+]([O-])c1cccnc1Sc1ccccc1Cl	-7	0	-4	-1	0.3	5	-3	-1	2	-12
O=C(CSCc1ccccc1F)NCc1ccc(F)cc1	3	-2	2	-8	0.6	12	-9	-6	1	6
CC(=O)Oc1ccc(C(=O)Nc2cccc(C(=O)Nc3ccccc3C(=O)O)c2)cc1	1	1	5	-9	-0.3	0	5	-3	-3	3
CCOc1ccc(NC(=O)c2ccc(N3CC4CC(C3)c3cccc(=O)n3C4)c(NC(=O)c3ccncc3)c2)cc1 (stereo not drawn)	8	1	0	-3	0.4	1	5	-2	-2	-3
Cc1cc2nc3c(nc2cc1C)CCCC3	4	8	-2	-3	0.2	10	-10	1	0	1
CC(=O)Nc1ccccc1C(=O)N1CCN(Cc2ccc3c(c2)OCO3)CC1	3	-10	1	-3	-0.6	0	6	-2	0	0
Clc1ccc(-n2nnnc2Sc2ncnc3sccc23)cc1	2	-3	0	-1	0.3	-1	1	-4	3	-2
O=C(NCc1ccccn1)[C@H]1C[C@@H]1[C@H](NP(=O)(c1ccccc1)c1ccccc1)c1ccccc1	17	2	-1	-3	0.8	0	0	-3	-1	0
CC(C)(C)C(=O)c1c(N)[nH]c(C(=O)c2ccccc2)c1-c1ccccc1	2	1	-4	-3	-1.6	1	7	-2	-1	8
COc1ccc(C2/C(=C(/O)c3ccccc3)C(=O)C(=O)N2CCO)cc1 (stereo not drawn)	2	0	3	-4	-0.1	-3	3	-2	1	-6
Cc1ccc(C(=O)N/C(=C\c2ccc([N+](=O)[O-])cc2)C(=O)NCCc2ccccc2)cc1	1	0	-3	3	-0.8	2	-6	-3	1	0
COc1ccc(/C=C2\SC(=S)NC2=O)cc1OS(=O)(=O)c1ccc(NC(C)=O)cc1	-2	9	-1	5	-0.6	2	-4	-1	3	-6
CC(=O)C[C@H](O)CC(=O)[C@H]1OC(=O)[C@H](C)C/C=C\Cc2ccccc21	9	1	0	3	0.1	10	-7	-2	-6	2
CCCCOc1ccc(C(=O)NN2C(=O)NC3(CCCCC3)C2=O)cc1OC	8	-1	-1	-8	0.0	2	10	-4	-1	8
COc1ccc(OCC(=O)NNC(=O)CCc2ccccc2)cc1	3	4	0	4	-0.4	5	2	1	1	-2
O=[N+]([O-])c1cc(C(F)(F)F)cc([N+](=O)[O-])c1NCCN1CCNCC1	-4	2	4	-1	0.1	-9	8	-5	-2	2
COC(=O)/C(=C\c1cc(OC)c(OC)c(OC)c1)c1nc2ccccc2[nH]1	8	2	5	-40	0.2	-3	-1	-13	-33	4
CCN(CC)S(=O)(=O)c1ccc(Cl)c(NC(=O)CSc2nnc(-c3cccs3)o2)c1	-13	-12	-3	-1	0.3	5	0	2	-6	8
O=C(NCCN1C(=O)C2C3C=CC(C3)C2C1=O)Nc1ccc(Br)cc1 (stereo not drawn)	3	6	2	-4	0.0	8	3	-1	2	-6
CC(=O)Nc1ccc2c(c1)N(S(=O)(=O)c1cccs1)CCC2	-18	10	9	2	0.4	-13	-4	-1	7	1
O=C(Nc1ccc(F)c(Cl)c1)c1cc(C2CCCN(S(=O)(=O)c3cccc4cccnc34)C2)on1 (stereo not drawn)	-5	-5	4	25*	0.2	23	-3	12*	1	-3
COC(=O)c1c[nH]n2c(=O)cc(C)nc12	8	7	2	-2	-0.3	10	-2	-3	0	-5
CCOC(=O)C1=C(N)N2C(=O)C(C)SC2=C(C(=O)OC)C1c1ccccc1OC (stereo not drawn)	-8	-4	1	10	0.4	12	-9	4	9	-3
CCOC(=O)C1=CN(Cc2cccc(F)c2)S(=O)(=O)N(CC)C1c1ccccc1 (stereo not drawn)	-2	4	-7	-10	0.9	5	3	0	-2	-2
CCN(CCn1cccn1)C(=O)CC1C(=O)NCCN1CC1CCCCC1 (stereo not drawn)	4	4	-2	-40	0.2	1	2	-17	-22	7
CC(C)C(=O)NC(=O)COC(=O)/C=C/c1cccs1	-8	0	-5	-2	0.2	18	3	-4	2	-5
CN1OC[C@@H]2CN(Cc3ccc(Cl)cc3)[C@H](c3ccc(-n4ccnc4)cc3)C[C@@H]21	4	-8	-4	4	-0.3	6	3	0	-5	3
COc1ccc2nc3oc(C(=O)N4CCN(c5cccc(Cl)c5)CC4)cc3cc2c1	-9	0	-2	-7	-0.1	-4	-5	-2	-1	5
COc1ccccc1/C=N/NS(=O)(=O)c1ccccc1	-12	-5	-3	-3	-0.3	-12	0	-4	-2	3
CC(=Cc1cccs1)C(=O)c1ccccc1	5	-10	4	2	-0.2	-16	-1	1	-3	5
O=c1[nH]n2cc(-n3cc([N+](=O)[O-])cn3)cnc2c1Br	-1	0	-2	-1	-0.4	6	0	-1	0	-5
Cc1ccc2c(C(=O)CN3CCC4(CC3)OCCO4)c(C)[nH]c2c1	5	-4	-2	7	0.9	6	2	-3	-8	-1

Rewritten with each value named: entries from further up
structure: O=[N+]([O-])c1cc(C(F)(F)F)cc([N+](=O)[O-])c1NCCN1CCNCC1
- TDP2 absorb = -4
- ASAP1 GAP inh = 2
- LEDGF integ inh = 4
- ADAM10 inh = -1
- KLK7 zymogen act = 0.1
- ARFGAP1 inhibitor = -9
- Tn7 DDE FP = 8
- ADAM17 inh = -5
- PLC-gamma1 inh = -2
- DDE Tn6 FP inh = 2
structure: COC(=O)/C(=C\c1cc(OC)c(OC)c(OC)c1)c1nc2ccccc2[nH]1
- TDP2 absorb = 8
- ASAP1 GAP inh = 2
- LEDGF integ inh = 5
- ADAM10 inh = -40
- KLK7 zymogen act = 0.2
- ARFGAP1 inhibitor = -3
- Tn7 DDE FP = -1
- ADAM17 inh = -13
- PLC-gamma1 inh = -33
- DDE Tn6 FP inh = 4
structure: CCN(CC)S(=O)(=O)c1ccc(Cl)c(NC(=O)CSc2nnc(-c3cccs3)o2)c1
- TDP2 absorb = -13
- ASAP1 GAP inh = -12
- LEDGF integ inh = -3
- ADAM10 inh = -1
- KLK7 zymogen act = 0.3
- ARFGAP1 inhibitor = 5
- Tn7 DDE FP = 0
- ADAM17 inh = 2
- PLC-gamma1 inh = -6
- DDE Tn6 FP inh = 8
structure: O=C(NCCN1C(=O)C2C3C=CC(C3)C2C1=O)Nc1ccc(Br)cc1 (stereo not drawn)
- TDP2 absorb = 3
- ASAP1 GAP inh = 6
- LEDGF integ inh = 2
- ADAM10 inh = -4
- KLK7 zymogen act = 0.0
- ARFGAP1 inhibitor = 8
- Tn7 DDE FP = 3
- ADAM17 inh = -1
- PLC-gamma1 inh = 2
- DDE Tn6 FP inh = -6
